# INS-1E GSIS act: primary screen for activators of insulin secretion dependent on glucose, INS-1E cells, GLuc reporter luminescence; INS-1E GLuc reporter insulin secretion, 2-3 h; activation, % at 16.6 µM; hit rate 0.61% among 370,000;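 active = lowest replicate activation of at least 40%, so every replicate reaches that level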;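 note: 0% = median of neutral control wells and 100% = median of IBMX positive control wells; some compounds called inactive have numbers as strong as hits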
# PGC1a acetyl inh: lowers PGC1a acetylation signal in U2OS cells | AlphaScreen anti-acetyl-lysine; with virally co-expressed GCN5 acetyltransferase | inhibition, % at 15.6 µM | hit rate 0.17% among 350,000 | AID 651687;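 active = every replicate shows inhibition of at least 40%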;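 note: 0% = neutral control wells and 100% = positive control wells; some results beyond the cut were filed as inactive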
# C2C12 statin: suppression of simvastatin myotoxicity; rescue of ATP level, % at 7.49 µM; hit rate 0.78% among 330,000; C2C12 myotubes + simvastatin, ATP luminescence, 48 h; scaled: DMSO 0, geranylgeraniol control 100;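 active = mean ATP rescue above about 67%, or every replicate alone reaching that limit, limit read from the data, passing the limit was not always enough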;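 note: myotubes were challenged with 10 µM simvastatin during compound exposure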
# Cneo AK release: Cryptococcus neoformans lysis via adenylate kinase release; C. neoformans lysis, adenylate kinase release luminescence, 4 h; normalised: neutral wells 0, clomiphene wells 100; lysis activity, % at 15 µM; hit rate 0.2% among 360,000; AID 651654;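 active = mean lysis activity across replicates of at least 80%, whatever share of replicates individually reach that level; inactive = mean lysis activity below 80%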
#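 Signal: Adenylate kinase release luminescence | Assay system: Log-phase Cryptococcus neoformans yeast cells | Input: Cells at 5 × 10^6 per mL | Buffer or medium: Fresh YPD growth medium | Compound: Single dose | Schedule: Static 4 h at 37 °C with compound, 1 h detection | Controls: Clomiphene | Read-out: Luminescence rise reflecting yeast cell lysis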
# F508del corr: CFTR F508del correction in bronchial cells. activity (quench increase), % at 7.58 µM. CFBE cells, YFP halide quenching; stimulated with forskolin plus potentiator P3; % fluorescence drop versus neutral controls. hit rate 0.36% among 350,000;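 active = mean added fluorescence quench of at least 8% versus neutral control, with both replicates also reaching 8%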;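 note: cells transiently co-express mutant CFTR-F508del with the halide-sensitive YFP; corrector assay measuring rescue of mutant channel to the surface after 24 h compound exposure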
# miR-122 sensor: miR-122 inhibition in Huh7 cells; hit rate 0.3% among 340,000; Huh7 miR-122 Renilla luciferase sensor, 48 h; neutral wells = 0, positive control = 100; activation (reporter increase), % at 12.5 µM;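 active = mean replicate activation score at least 90 and every replicate individually at or above 90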;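 note: higher luciferase means less miR-122 activity so hits act as miR-122 inhibitors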
# FN deposit inh: fibronectin deposition inhibition; AH1F fibroblasts, Alexa488-fibronectin deposition fluorescence, overnight; inhibition, % at 12.6 µM; hit rate 0.086% among 350,000; AID 743247;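 active = mean inhibition across replicates of 30% or more, regardless of how many single replicates reach that level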;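 note: positive control wells lacked labelled fibronectin entirely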
#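 Material – AH1F fibroblast monolayer, labelled fibronectin deposition · Reagent – labelled fibronectin 24 nM · Timing – 1 h adhesion, overnight exposure · Measured by – fluorescence at 485 nm excitation, 525 nm emission · Read-out – inhibition of fibronectin deposition signal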
# PglD DTNB: inhibitors of Campylobacter jejuni PglD acetyltransferase. purified PglD enzyme, DTNB colorimetric CoA detection. inhibition, % at 12.5 µM. hit rate 0.098% among 360,000; in the data active = inhibition above about 16%, passing the limit was not always enough; note: strong numbers were not always called active
# The depositor's hits bear a star; . = no result given; [ ] = dose if it differs, or a comment.
(1) C[C@@H]1CN([C@@H](C)CO)C(=O)c2cc(NS(C)(=O)=O)ccc2O[C@@H](C)CCCCO[C@@H]1CN(C)C(=O)C1CCCCC1
(2) CC1(C)CC(=O)C=C(Nc2ccccc2C#N)C1
(3) CCC(C)[C@H](NC(=O)N1CCn2c1nc1ccccc12)C(=O)NCCc1ccc(OC)c(OC)c1 (stereo partly drawn)
(4) CCc1ccccc1N1C(=O)C(Cl)=C(N2CCOCC2)C1=O
(5) Cc1nn(C)c(C)c1S(=O)(=O)N1CCC(C(=O)NC2CCCCC2)CC1
(6) O=C(NCC[C@H]1CC[C@H](NC(=O)C2CCC2)[C@@H](CO)O1)c1ccc(F)cc1
(7) O=C(C[C@@H]1C=C[C@H](NC(=O)Nc2ccccc2)[C@H](CO)O1)NCc1ccccn1
(8) O=C(Cc1ccccc1)N1C[C@@H]2[C@H](c3ccccc31)[C@H](CO)N2C(=O)C1CCCCC1
Screen / compound no.	1	2	3	4	5	6	7	8
FN deposit inh	.	-4	3	-2	0	-3	.	.
F508del corr	-3.2	-1.8	-3.1	1.6	.	0.9	-2.6	1.8
PglD DTNB	4	0	-2	0	-10	-2	-5	2
C2C12 statin	25	-3	8	1	12	1	3	2
Cneo AK release	-2	-2	1	-1	-4	0	1	-3
miR-122 sensor	-3[16.7 µM]	-3	-2	-3	0	.	17[16.7 µM]	60[16.7 µM]
PGC1a acetyl inh	-1	-9	0	7	7	10	5	-3
INS-1E GSIS act	13	18	-19	-16	.	8	0	-1

(9) C[C@@H]1CN([C@H](C)CO)C(=O)c2cccc(NC(=O)C3CCCCC3)c2O[C@H]1CN(C)Cc1ccc(-c2ccccc2)cc1
(10) O=C(Nc1ccccc1)N1CC(=O)N2[C@H](CO)[C@H](c3ccc(C#CC4CCCCC4)cc3)[C@H]2C1
(11) Cc1c(Cl)cccc1-n1c(SCC(=O)NCc2cccs2)nnc1-c1ccncc1
(12) CCCC(=O)Nc1ccc(C(=O)N/N=C/c2cccnc2)cc1
(13) O=C(CN1CCOCC1)Nc1ncc(Cc2cccc3ccccc23)s1
(14) COc1ccc(-c2ccc([C@@H]3[C@@H](CO)N4C(=O)CN(C(=O)Cc5ccccn5)C[C@H]34)cc2)cc1
(15) FC(F)(F)c1cc(Oc2ccccc2)ncc1-c1nnc(-c2ccccc2Cl)o1
(16) C/C=C/c1ccc(OCCn2nnc3ccccc32)c(OC)c1
Screen / compound no.	9	10	11	12	13	14	15	16
FN deposit inh	-3	-11	.	3	.	-3	6	-3
F508del corr	2.3	-2.1	.	.	-1.6	0.2	-0.6	0.0
PglD DTNB	.	.	0	-2	-2	.	-1	-4
C2C12 statin	.	.	10	-14	54	.	0	5
Cneo AK release	.	.	-1	8	-1	.	13	5
miR-122 sensor	4[16.7 µM]	.	-2	-1	.	.	-7	.
PGC1a acetyl inh	-8	-8	-1	-69	-3	-2	6	.
INS-1E GSIS act	14	-21	.	16	2	-3	2	-3

(17) Cc1cc(Nc2nc(Cl)c(Cl)cc2Cl)n(-c2ccccc2)n1
(18) Cc1ccc(C(=O)Nc2ccncc2)cc1S(=O)(=O)N1CCCCC1
(19) Cc1ccc2c(c1)c(=O)c(Br)c(C)n2Cc1ccccc1
(20) C[C@H](CO)N1C[C@H](C)[C@H](CN(C)Cc2cncnc2)Oc2cc(-c3cncnc3)ccc2S1(=O)=O
(21) Cc1ccccc1C(=O)Nc1ccccc1Sc1ccccc1
(22) CC(C)C#Cc1cnc2c(c1)C(=O)N([C@@H](C)CO)C[C@@H](C)[C@H](CN(C)C(=O)C1CCC1)O2
(23) C/C(=N\NC(=O)c1ccccn1)C12CC3CC(CC(C3)C1)C2
(24) CC(NC(=O)c1cccc(Cn2cc([N+](=O)[O-])cn2)c1)c1ccc(C(C)(C)C)cc1 (stereo not drawn)
Screen / compound no.	17	18	19	20	21	22	23	24
FN deposit inh	.	-3	4	.	.	0	-4	.
F508del corr	.	-0.3	0.4	1.0	.	2.4	.	-0.4
PglD DTNB	4	2	-6	2	0	0	0	-3
C2C12 statin	.	5	.	-5	-15	-2	5	-13
Cneo AK release	1	4	1	1	-10	6	-1	11
miR-122 sensor	0	9	2	-6[16.7 µM]	-5	6[16.7 µM]	1	5
PGC1a acetyl inh	-2	-5	.	8	-21	-9	4	9
INS-1E GSIS act	-16	-5	-2	14	.	5	.	13

# Ten of the compounds above, with values under each structure:
# Every second line gives: FN deposit inh | F508del corr | PglD DTNB | C2C12 statin | Cneo AK release | miR-122 sensor | PGC1a acetyl inh | INS-1E GSIS act
12. CCCC(=O)Nc1ccc(C(=O)N/N=C/c2cccnc2)cc1
    3 | . | -2 | -14 | 8 | -1 | -69 | 16
13. O=C(CN1CCOCC1)Nc1ncc(Cc2cccc3ccccc23)s1
    . | -1.6 | -2 | 54 | -1 | . | -3 | 2
14. COc1ccc(-c2ccc([C@@H]3[C@@H](CO)N4C(=O)CN(C(=O)Cc5ccccn5)C[C@H]34)cc2)cc1
    -3 | 0.2 | . | . | . | . | -2 | -3
15. FC(F)(F)c1cc(Oc2ccccc2)ncc1-c1nnc(-c2ccccc2Cl)o1
    6 | -0.6 | -1 | 0 | 13 | -7 | 6 | 2
16. C/C=C/c1ccc(OCCn2nnc3ccccc32)c(OC)c1
    -3 | 0.0 | -4 | 5 | 5 | . | . | -3
17. Cc1cc(Nc2nc(Cl)c(Cl)cc2Cl)n(-c2ccccc2)n1
    . | . | 4 | . | 1 | 0 | -2 | -16
18. Cc1ccc(C(=O)Nc2ccncc2)cc1S(=O)(=O)N1CCCCC1
    -3 | -0.3 | 2 | 5 | 4 | 9 | -5 | -5
19. Cc1ccc2c(c1)c(=O)c(Br)c(C)n2Cc1ccccc1
    4 | 0.4 | -6 | . | 1 | 2 | . | -2
20. C[C@H](CO)N1C[C@H](C)[C@H](CN(C)Cc2cncnc2)Oc2cc(-c3cncnc3)ccc2S1(=O)=O
    . | 1.0 | 2 | -5 | 1 | -6[16.7 µM] | 8 | 14
21. Cc1ccccc1C(=O)Nc1ccccc1Sc1ccccc1
    . | . | 0 | -15 | -10 | -5 | -21 | .

# Next section
(25) COc1cc(NC(=O)CC(C)n2ccnc2)cc(OC)c1 (stereo not drawn)
(26) CN(C)C(=O)C[C@@H]1C[C@@H]2c3cc(NC(=O)NC4CCCC4)ccc3O[C@@H]2[C@@H](CO)O1
(27) COc1ccc(NC(=O)Nc2ccc3c(c2)CC(=O)N([C@@H](C)CO)C[C@H](C)[C@H](CN(C)S(=O)(=O)c2c(C)noc2C)O3)cc1
(28) O=C(NC1CCC(O)CC1)c1cccnc1Sc1ccccc1Cl (stereo not drawn)
(29) Cc1cccc(NC(=O)CCNC(=O)c2ccccc2Cl)n1
(30) COc1cc(SC)ccc1C(=O)Nc1ccc(C)cc1C
(31) Cn1cnc(CCNC(=O)C[C@H]2CC[C@@H]3[C@H](COC[C@@H](O)CN3C(=O)Nc3ccc(F)cc3)O2)c1
(32) O=P(C(=NCCO)NO)(N1CCOCC1)N1CCOCC1
Screen / compound no.	25	26	27	28	29	30	31	32
FN deposit inh	-1	4	.	9	0	-6	-3	-6
F508del corr	-1.2	-2.7	0.2	0.4	-1.5	.	-0.2	-1.9
PglD DTNB	-4	-2	1	1	1	3	0	-1
C2C12 statin	-3	-1	-32	-2	-4	.	4	-11
Cneo AK release	-3	-4	-2	0	-1	.	-1	3
miR-122 sensor	-3	10[16.7 µM]	-1[16.7 µM]	0	-4	-2	6[16.7 µM]	0
PGC1a acetyl inh	1	-2	7	-1	0	-2	1	-7
INS-1E GSIS act	6	5	13	19	-2	5	7	-3

(33) CCc1nn2c(=O)cc(COc3ccc(/C=C4\C(=N)N5N=C(C)SC5=NC4=O)cc3)nc2s1
(34) Cc1cccn2c(=O)c(C=O)c(NCc3ccccc3)nc12
(35) C[C@@H]1CN([C@H](C)CO)C(=O)c2cc(NC(=O)C3CC3)ccc2O[C@H]1CN(C)Cc1ccc2c(c1)OCO2
(36) O=C(O)CCCN1C(=O)/C(=C/c2ccncc2)SC1=S
(37) C[C@H]1CN([C@@H](C)CO)C(=O)Cc2cc(NS(=O)(=O)c3ccc(F)cc3)ccc2O[C@@H]1CN(C)Cc1ccc(C(=O)O)cc1
(38) O=Cc1ccc(-c2ccc(C(=O)O)cc2)o1
(39) CC(=O)N(C)C[C@H]1Oc2ncc(-c3cccc(C#N)c3)cc2C(=O)N([C@H](C)CO)C[C@@H]1C
(40) CCOC(=O)C1=C(c2ccccc2)N=C2SCC(=O)N2C1c1ccc(OC)c(OC)c1 (stereo not drawn)
Screen / compound no.	33	34	35	36	37	38	39	40
FN deposit inh	-1	3	.	3	.	-6	1	.
F508del corr	.	0.2	-3.0	-2.6	1.9	-2.2	.	.
PglD DTNB	1	-2	-1	2	4	2	0	-6
C2C12 statin	-3	.	-7	44	-9	-3	-4	6
Cneo AK release	0	0	4	-4	0	-10	-13	4
miR-122 sensor	-19	-1	0[16.7 µM]	15	-2[16.7 µM]	3	5[16.7 µM]	.
PGC1a acetyl inh	5	3	-30	-19	9	2	9	.
INS-1E GSIS act	-5	13	4	-3	19	-9	14	-26

(41) COc1ccc(C(=O)NCCCn2cccn2)cc1OC1CCN(C(C)=O)CC1
(42) Cc1ccc(N=C2NC(=O)/C(=C/c3cccs3)S2)cc1C
(43) N#Cc1cccc(NC(=O)N2CCC(c3nc4c(nnn4Cc4cccc(Cl)c4)c(=O)[nH]3)CC2)c1
(44) O=C(CCl)Nc1c2c(nn1-c1ccccc1)CSC2
(45) Cc1n[nH]c(=O)c2c(NC(=O)COC(=O)c3cc(F)cc(F)c3)oc(C)c12
(46) C=CC[C@H](CC(=O)N(CCO)Cc1ccccc1)C(=O)N[C@@H](C)COC(=O)[C@@H](CC=C)Cc1ccc(F)cc1
(47) Cc1cc(C(=O)CSc2nnc(C3COc4ccccc4O3)n2C)c(C)n1-c1ccc(F)cc1 (stereo not drawn)
(48) COCCNC(=O)CN(C(=O)c1ccc(N2CCCC2)nc1)c1ccc(F)c(Cl)c1
Screen / compound no.	41	42	43	44	45	46	47	48
FN deposit inh	0	-4	.	-2	5	4	3	4
F508del corr	-0.7	.	.	-2.1	0.4	-2.9	.	-0.5
PglD DTNB	-1	5	-7	1	-1	-6	7	10
C2C12 statin	0	.	4	-7	0	-1	5	12
Cneo AK release	1	0	-9	6	0	2	2	-2
miR-122 sensor	-2	-12	11	2	.	-9	-6	1
PGC1a acetyl inh	.	.	45	-4	.	7	8	31
INS-1E GSIS act	-2	-27	.	28	-5	-20	.	1

(49) C[C@@H]1CN([C@H](C)CO)C(=O)c2cc(NS(=O)(=O)c3ccccc3)ccc2O[C@H]1CN(C)C
(50) CC(C)(C)C1CCc2c(sc(NC(=O)c3ccco3)c2C(N)=O)C1 (stereo not drawn)
(51) C[C@@H]1CN([C@H](C)CO)S(=O)(=O)c2ccc(C#C[C@@H](C)O)cc2O[C@@H]1CN(C)C(=O)C1CCC1
(52) C[C@H]1CN([C@@H](C)CO)C(=O)Cc2cc(NC(=O)Nc3ccccc3)ccc2O[C@H]1CN(C)S(=O)(=O)c1ccc(Cl)cc1
Screen / compound no.	49	50	51	52
FN deposit inh	3	.	.	.
F508del corr	0.0	.	-4.9	-2.6
PglD DTNB	-3	-2	5	-2
C2C12 statin	-32	-42	5	-52
Cneo AK release	20	2	2	.
miR-122 sensor	0[16.7 µM]	-7	7[16.7 µM]	-8[16.7 µM]
PGC1a acetyl inh	-2	-1	-10	2
INS-1E GSIS act	27	.	2	-8

# Assay outcomes as filed in PubChem BioAssay.
